APJ antag: APJ receptor antagonism; P35414; CHO-K1 APJ beta-arrestin complementation, luminescence; inhibition, % at 20 µM; 330,000 tested, 0.32% active;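 active = inhibition above about 40% at 20 µM, limit read from the data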;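 note: cells challenged with 10 nM apelin-13 agonist together with compound; plate controls were apelin-13 plus DMSO wells for no effect and DMSO wells lacking apelin-13 for full effect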
EBI2 block: antagonists of human EBI2 receptor | P32249 | EBI2 beta-arrestin recruitment, luminescence, 7a,25-OHC stimulated | inhibition, % at 5 µM | 360,000 tested, 0.81% active | AID 651636; in the data active = inhibition above about 38%;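 note: enzyme fragment complementation signal reports receptor beta-arrestin coupling in cells; 0% = agonist plus DMSO wells and 100% = wells without agonist; some results beyond the cut were filed as inactive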
XBP1 UPR activ: activators of adaptive arm of unfolded protein response (XBP1); CHO-XBP1 luciferase reporter, IRE1-XBP1 UPR activation, luminescence; percent of tunicamycin response, DMSO as zero; 330,000 tested, 0.33% active; activation, % at 20 µM;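 active = versus positive control, 20 µM dose yields 30% or more activation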;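 note: 100% = tunicamycin at 10 µg/mL and 0% = DMSO only wells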
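assay system = CHO-XBP1 luciferase reporter cells | amount = 1000 cells/well | buffer or medium = F12 plus 10% FBS | compound dosing = single point, 20 µM final compound, 1% DMSO | incubation = 16-18 h cell attachment at 37 °C, then 6 h compound exposure | detection = Steady-Glo luminescence read | controls = tunicamycin 10 µg/mL and vehicle-only wells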
tim23-1 inh: tim23-1 yeast growth inhibition | S. cerevisiae tim23-1 growth, BacTiter-Glo luminescence, 24 h | inhibition, % at 20 µM | 330,000 tested, 1.3% active;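 active = growth inhibition of the mutant yeast at or above 50%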;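 note: temperature-sensitive mutant grown at 25 °C; plate controls were DMSO-treated mutant yeast for no effect and medium wells lacking yeast for full effect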
CCR6 antag: blocks CCL20-driven beta-arrestin recruitment at human CCR6 | P51684 | CHO-K1 CCR6 PathHunter beta-arrestin, luminescence, CCL20-stimulated | inhibition, % at 20 µM | 340,000 tested, 0.49% active | AID 493098;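 active = compounds whose inhibition of the agonist-driven luminescence signal at 20 µM reaches about 50%, limit read from the data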;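 note: cells stimulated with CCL20 at 14 nM final; plate controls were DMSO with CCL20 for no effect and DMSO without agonist for full effect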
Target sequence (P51684 whole entry, looked up): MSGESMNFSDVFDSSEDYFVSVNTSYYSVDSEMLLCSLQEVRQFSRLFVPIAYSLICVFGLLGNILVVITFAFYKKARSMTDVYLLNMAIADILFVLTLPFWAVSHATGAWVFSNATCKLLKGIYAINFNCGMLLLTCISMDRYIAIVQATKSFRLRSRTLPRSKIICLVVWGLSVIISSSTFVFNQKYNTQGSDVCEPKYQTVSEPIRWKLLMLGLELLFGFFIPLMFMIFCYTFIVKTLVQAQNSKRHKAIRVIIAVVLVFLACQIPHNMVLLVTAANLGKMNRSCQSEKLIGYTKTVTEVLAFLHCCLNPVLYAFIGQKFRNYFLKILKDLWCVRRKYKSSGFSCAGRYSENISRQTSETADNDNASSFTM
APJ ag: APJ receptor agonism | AID 2520 | 330,000 tested, 0.11% active | activation, % at 20 µM | CHO-K1 APJ PathHunter beta-arrestin, luminescence; 0% DMSO wells, 100% apelin;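 active = activation more than six SD over the plate average, tested at 20 µM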;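 note: 0% = DMSO alone and 100% = apelin-13 at 10 nM; some results filed as inactive read as strong as hits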
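Test system – PathHunter CHO-K1 APJ (AGTRL-1) beta-arrestin reporter cells · Input – 1000 cells/well · Compound – single test compound dose, 20 µM final, 1% DMSO · Times – compound stimulation 90 min at 25 °C, detection 60 min · Technique – beta-gal luminescence · Read-out basis – APJ–arrestin association signal · Control set – negative DMSO alone, positive Apelin-13 at 10 nM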
CHOP UPR activ: activators of apoptotic arm of unfolded protein response (CHOP); 330,000 tested, 0.34% active; activation, % at 10 µM; CHO-CHOP luciferase reporter, UPR activation, luminescence; percent of tunicamycin response over DMSO baseline;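 active = at 10 µM dose, activation of 40% or more, normalized to positive control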;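 note: 100% = tunicamycin at 10 µg/mL and 0% = DMSO alone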
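Test system: CHO CHOP reporter cells. Input: 500 CHO-CHOP cells per well. Medium: F12 with 10% FBS. Technique: luciferase luminescence. Measure: percent activation relative to tunicamycin control. Dosing: 10 µM compound, 0.5% DMSO. Timing: 16-18 h cell attachment, then 6 h compound exposure, 37 °C.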
Mdm2-MdmX inh: inhibitors of human Mdm2/MdmX interaction. 330,000 tested, 3% active. AID 485346. inhibition, % at 8 µM. O15151+Q00987. SaOS-2 split-luciferase Mdm2/MdmX complementation, luminescence;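 active = inhibition of at least 50% at 8 µM in the primary screen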
CXCR6 block: inhibitors of human CXCR6 receptor; CHO-K1 PathHunter CXCR6 beta-arrestin, luminescence; inhibition, % at 20 µM; 360,000 tested, 0.36% active; AID 602244; in the data active = inhibition above about 34%, passing the limit was not always enough;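 note: antagonist mode with CXCL16 agonist at 10 nM final; 0% = 10 nM CXCL16 with DMSO and 100% = unstimulated wells without agonist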
Target sequence (O00574 whole entry, looked up): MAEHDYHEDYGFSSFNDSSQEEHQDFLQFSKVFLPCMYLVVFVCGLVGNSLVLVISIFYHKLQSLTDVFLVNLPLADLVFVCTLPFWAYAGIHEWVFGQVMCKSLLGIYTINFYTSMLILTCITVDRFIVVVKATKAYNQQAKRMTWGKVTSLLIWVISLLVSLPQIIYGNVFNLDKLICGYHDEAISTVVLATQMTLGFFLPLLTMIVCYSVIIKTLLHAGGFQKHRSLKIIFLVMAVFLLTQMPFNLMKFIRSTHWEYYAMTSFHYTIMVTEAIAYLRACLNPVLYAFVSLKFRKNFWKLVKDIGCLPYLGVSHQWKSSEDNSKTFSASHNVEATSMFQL
* hit, by the source's call.

SMILES	APJ antag	EBI2 block	XBP1 UPR activ	tim23-1 inh	CCR6 antag	APJ ag	CHOP UPR activ	Mdm2-MdmX inh	CXCR6 block
CC(=O)NC(CSc1cc(C)nc2ccc(Br)cc12)C(=O)O (configuration not stated)	9	-1	-1	-6	-4	-2	0.1	16	3
COc1ccc2[nH]c(=O)c(CN(CC3CCCO3)C(=S)Nc3ccc(C)cc3)cc2c1 (configuration not stated)	9	6	1	1	21	-3	-0.8	15	12
CCOC(=O)C(CCC(=O)O)(CCC(C)C)c1csc(N)n1 (configuration not stated)	-3	-3	-2	8	6	-3	7.4	18	-13
COCCCNC(=O)CN(Cc1ccccc1)S(=O)(=O)c1ccccc1	16	2	-3	2	17	-1	0.8	19	-4
CCOc1ccc2[nH]c(=O)c(CN(Cc3ccc(C)cc3)C(=O)N3CCCC3)cc2c1	7	-1	1	-9	-2	-7	-0.6	42	-5
C[C@H](CO)N1C[C@H](C)[C@@H](CN(C)C(=O)Nc2ccccc2)Oc2c(NS(=O)(=O)c3cn(C)cn3)cccc2C1=O	1	0	0	-6	-4	-2	0.6	3	-13
CCOC(=O)c1cnn(-c2ccccc2)c1-n1cccc1C(=O)C(=O)Nc1ccc(OC)cc1	-12	2	-6	32	28	-2	1.9	21	-3
CCOC(=O)c1[nH]c2ccc(OC)cc2c1N=CN(C)C	4	6	1	6	8	2	-2.0	-40	-4
N#Cc1ccc(N2CCN(c3ccc(F)cc3)CC2)cc1	4	5	-1	-5	10	-2	0.3	-1	-2
CC(C(=O)O)N(C(=O)c1ccccc1)c1ccc(F)cc1 (configuration not stated)	-23	-4	-3	0	8	1	0.1	11	-8
CN(C)S(=O)(=O)c1cccc(NC(=O)c2ccccc2OCc2ccc(F)cc2)c1	1	2	9	25	13	-3	1.7	25	4
C=CCn1c(=O)/c(=C2/SC(C)=C(C)N2CC)s/c1=C1/C(=O)N(CC)C(=S)N1c1ccccc1	39	6	-3	9	13	-5	0.0	-16	10
Cc1ccc(C(=O)NC2(O)C(=O)c3ccccc3C2=O)cc1C	10	-1	0	15	12	-4	1.6	10	9
Cc1cccc(N=C2C(=O)Nc3c(Cl)cccc32)c1	63*	17	-2	27	65*	-16	0.7	18	30
COc1ccc(Cc2nnc(NC(=O)c3ccc(C)cc3)s2)cc1OC	4	-14	-2	12	13	-1	1.5	20	-12
COc1ccccc1P(=O)(c1ccccc1)c1ccccc1NC(C)=O (configuration not stated)	1	2	-1	-5	7	1	-0.3	-10	0
CC1CCCC(NC(=S)Nc2cccc(S(=O)(=O)N(C)C)c2)C1C (configuration not stated)	-2	4	-3	22	17	0	0.7	22	0
O=C(O)C(Cc1ccccc1)N=C(NS(=O)(=O)c1ccccc1)c1ccccc1 (configuration not stated)	17	-4	-3	7	-3	-1	0.5	3	0
COCCNc1nc(C)cc(-c2cc(C(=O)Nc3ccccc3)on2)n1	2	-8	0	26	-8	4	-1.7	14	-1
Cc1csc(NC(=O)CSc2nnc(-c3cccs3)n2C)n1	9	-18	1	-1	-15	7	1.3	-23	-7
Cc1ccc(-c2csc3nc(SCC(=O)Nc4ccc(Cl)c(C(=O)O)c4)[nH]c(=O)c23)cc1	-2	-3	1	0	-7	-1	0.6	14	2
COc1ccc(/C=C/C(=O)Nc2ccccc2F)cc1S(=O)(=O)N1CCOCC1	6	-1	0	1	3	-1	2.8	32	1
Cc1cc(C(=O)N2CCN(S(=O)(=O)c3ccc(F)c(Cl)c3)CC2)c(C)o1	-14	-6	2	13	4	-1	-0.5	12	0
NNC(=O)c1cc2nc(-c3cccs3)cc(C(F)(F)F)n2n1	1	-1	0	22	-2	1	0.9	19	-2
CNC(=S)NCCc1c[nH]c2ccc(OC)cc12	5	7	-1	15	7	-2	0.9	5	5
COC(=O)[C@@H]1CCCN1C(=O)CCc1nnc(CCc2c[nH]c3ccccc23)o1	6	-1	-2	-7	-6	-2	-1.6	-27	3
CCn1c(C(O)c2ccc3c(c2)OCO3)nc2ccccc21 (configuration not stated)	-11	-9	-2	7	-8	-5	0.8	-11	-2
COC1C(C)=C(C)C(=O)N1Cc1ccc(F)cc1 (configuration not stated)	-6	-7	-5	-7	11	-1	-0.1	20	3
CC(C)CN(C(=O)COc1ccc(-c2nnco2)cc1)C1CCS(=O)(=O)C1 (configuration not stated)	5	2	0	-15	0	-3	-1.1	-18	-4
Fc1ccccc1C1c2[nH]c3ccccc3c2CCN1Cc1cccn1-c1ncccn1 (configuration not stated)	-21	14	1	27	15	-6	3.2	49	3

12 entries from above, with values under each structure:
Every second line gives: APJ antag	EBI2 block	XBP1 UPR activ	tim23-1 inh	CCR6 antag	APJ ag	CHOP UPR activ	Mdm2-MdmX inh	CXCR6 block
O=C(O)C(Cc1ccccc1)N=C(NS(=O)(=O)c1ccccc1)c1ccccc1 (configuration not stated)
→ 17	-4	-3	7	-3	-1	0.5	3	0
COCCNc1nc(C)cc(-c2cc(C(=O)Nc3ccccc3)on2)n1
→ 2	-8	0	26	-8	4	-1.7	14	-1
Cc1csc(NC(=O)CSc2nnc(-c3cccs3)n2C)n1
→ 9	-18	1	-1	-15	7	1.3	-23	-7
Cc1ccc(-c2csc3nc(SCC(=O)Nc4ccc(Cl)c(C(=O)O)c4)[nH]c(=O)c23)cc1
→ -2	-3	1	0	-7	-1	0.6	14	2
COc1ccc(/C=C/C(=O)Nc2ccccc2F)cc1S(=O)(=O)N1CCOCC1
→ 6	-1	0	1	3	-1	2.8	32	1
Cc1cc(C(=O)N2CCN(S(=O)(=O)c3ccc(F)c(Cl)c3)CC2)c(C)o1
→ -14	-6	2	13	4	-1	-0.5	12	0
NNC(=O)c1cc2nc(-c3cccs3)cc(C(F)(F)F)n2n1
→ 1	-1	0	22	-2	1	0.9	19	-2
CNC(=S)NCCc1c[nH]c2ccc(OC)cc12
→ 5	7	-1	15	7	-2	0.9	5	5
COC(=O)[C@@H]1CCCN1C(=O)CCc1nnc(CCc2c[nH]c3ccccc23)o1
→ 6	-1	-2	-7	-6	-2	-1.6	-27	3
CCn1c(C(O)c2ccc3c(c2)OCO3)nc2ccccc21 (configuration not stated)
→ -11	-9	-2	7	-8	-5	0.8	-11	-2
COC1C(C)=C(C)C(=O)N1Cc1ccc(F)cc1 (configuration not stated)
→ -6	-7	-5	-7	11	-1	-0.1	20	3
CC(C)CN(C(=O)COc1ccc(-c2nnco2)cc1)C1CCS(=O)(=O)C1 (configuration not stated)
→ 5	2	0	-15	0	-3	-1.1	-18	-4

(continued)
SMILES	APJ antag	EBI2 block	XBP1 UPR activ	tim23-1 inh	CCR6 antag	APJ ag	CHOP UPR activ	Mdm2-MdmX inh	CXCR6 block
Cc1ccc(NC(=O)CC(C)S(=O)(=O)c2ccc3c(c2)NC(=O)CO3)cc1C (configuration not stated)	-9	18	-4	1	23	1	-2.7	-4	-5
CN(C)CCCN(C(=O)c1ccc(S(=O)(=O)N2CCCCCC2)cc1)c1nc2ccc(F)cc2s1	-17	-6	3	3	6	8	2.4	48	-15
O=[N+]([O-])c1ccc(N2CCNCC2)cc1NCc1cccnc1	4	-1	0	5	15	3	-0.1	12	2
O=C(NCCN1CCOCC1)c1ccc(Cl)c(S(=O)(=O)N2CCCCCC2)c1	1	-2	-3	-2	-8	-3	-5.2	18	15
Clc1ccccc1-c1ccc(/C=N/n2cnnc2)o1	-14	-8	2	-2	6	-2	-0.4	13	-4
Cc1ccc(S(=O)(=O)NC2(C(F)(F)F)NC(=O)N(CCc3ccccc3)C2=O)cc1 (configuration not stated)	-7	-3	-3	5	-3	-3	-0.8	-3	0
CCN(CC)CCNC(=O)c1cn(CC)c2cc(N3CCN(C(=O)c4ccco4)CC3)c(F)cc2c1=O	7	-9	-1	12	0	2	0.3	-13	5
COC(=O)[C@@]12CCCN1[C@H](c1ccc(-c3ccc(C(C)=O)cc3)c(OC)c1)[C@H]1C(=O)N(C)C(=O)[C@H]12	3	-3	1	12	11	0	-3.5	18	-13
CCS(=O)(=O)N1Cc2ccccc2CC1C(=O)Nc1cc(S(C)(=O)=O)ccc1Cl (configuration not stated)	-5	-2	0	21	-8	0	1.7	12	-9
COC(C[C@H](O)CC(=O)COCc1ccccc1)OC	14	-2	-2	-15	3	-4	-2.2	-11	1
CCn1cc(C(=O)N2CCN(c3ccc([N+](=O)[O-])cc3)CC2)c(=O)c2ccc(C)nc21	24	-3	-3	10	15	2	2.2	37	-3

Screening data (PubChem)

Some of the compounds tested (hit frequency here may not be typical).
